Source: PubChem
CIT2 TOR yeast: modulators of CIT2-GFP expression in yeast, primary screen, S. cerevisiae, GFP fusion, multiplex flow cytometry, MLPCN library; S. cerevisiae CIT2-GFP strain, 3 h; 100 means same as DMSO wells; GFP response vs DMSO, % at 10 µM; 320,000 tested, 0.065% active;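 active = GFP response relative to DMSO above a set limit, near the screen mean plus 3 SD, cut at about 150% in these data; inconclusive = Fewer than 70 cells measured for a yeast strain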;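 also: ratio of well median GFP fluorescence to mean of DMSO wells on the plate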
VLA-4 inh: inhibition in human VLA-4 binding assay, primary screen, VLA-4 allosteric modulator project, MLPCN library, flow cytometry, VLA-4 expressing cells; 330,000 tested, 0.2% active; inhibition, % (about 7 µM as worked out from the volumes in the protocol); ligand binding flow cytometry; in the data active = inhibition above about 50%
JMJD2C inh: inhibitors of GASC-1 histone demethylase, primary screen, biochemical, fluorescence, DELFIA europium | 330,000 tested, 0.069% active | GST-JMJD2C(1-420) H3K9me3 demethylation | Lysine-specific demethylase 4C (Homo sapiens), Q9H3R0 | inhibition, % at 2.35 µM;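 active = more than half of a compound's replicate wells show inhibition beyond 50%, single wells judged on their own value; inconclusive = some, but no more than half, of replicates pass 50% inhibition; inactive = no replicate passes 50% inhibition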;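 also: signal counts dimethyl H3K9 product captured on neutravidin plate; 0% = median of DMSO wells and 100% = 0.3 times that DMSO median; strong numbers were not always called active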
Target sequence (Q9H3R0 1-420 limits assumed): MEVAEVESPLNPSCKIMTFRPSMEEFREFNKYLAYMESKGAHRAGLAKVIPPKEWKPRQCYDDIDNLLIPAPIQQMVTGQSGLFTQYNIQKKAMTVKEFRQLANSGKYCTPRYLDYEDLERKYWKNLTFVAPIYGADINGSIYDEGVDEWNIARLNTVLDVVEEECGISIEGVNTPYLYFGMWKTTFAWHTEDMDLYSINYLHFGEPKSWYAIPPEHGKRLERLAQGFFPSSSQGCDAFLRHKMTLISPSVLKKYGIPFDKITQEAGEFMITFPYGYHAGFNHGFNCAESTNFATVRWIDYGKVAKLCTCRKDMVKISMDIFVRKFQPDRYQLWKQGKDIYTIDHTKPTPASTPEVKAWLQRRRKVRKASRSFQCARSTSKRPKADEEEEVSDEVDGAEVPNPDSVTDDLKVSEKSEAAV
GRK2 inh: compounds blocking aptamer binding on GRK2 – biochemical, human GRK2, bead flow cytometry, HTS, primary screen. FAM-aptamer displacement from GRK2. inhibition of aptamer binding, % at 10 µM. 330,000 tested, 0.59% active. AID 488847, 2010;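 active = inhibition of aptamer binding above 40%, roughly 3 SD of noise, on plates passing a quality check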;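 also: median bead fluorescence of bound FAM aptamer so fluorescent compounds give negative values; no value below 0 was filed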
Target sequence (P25098 whole entry, looked up): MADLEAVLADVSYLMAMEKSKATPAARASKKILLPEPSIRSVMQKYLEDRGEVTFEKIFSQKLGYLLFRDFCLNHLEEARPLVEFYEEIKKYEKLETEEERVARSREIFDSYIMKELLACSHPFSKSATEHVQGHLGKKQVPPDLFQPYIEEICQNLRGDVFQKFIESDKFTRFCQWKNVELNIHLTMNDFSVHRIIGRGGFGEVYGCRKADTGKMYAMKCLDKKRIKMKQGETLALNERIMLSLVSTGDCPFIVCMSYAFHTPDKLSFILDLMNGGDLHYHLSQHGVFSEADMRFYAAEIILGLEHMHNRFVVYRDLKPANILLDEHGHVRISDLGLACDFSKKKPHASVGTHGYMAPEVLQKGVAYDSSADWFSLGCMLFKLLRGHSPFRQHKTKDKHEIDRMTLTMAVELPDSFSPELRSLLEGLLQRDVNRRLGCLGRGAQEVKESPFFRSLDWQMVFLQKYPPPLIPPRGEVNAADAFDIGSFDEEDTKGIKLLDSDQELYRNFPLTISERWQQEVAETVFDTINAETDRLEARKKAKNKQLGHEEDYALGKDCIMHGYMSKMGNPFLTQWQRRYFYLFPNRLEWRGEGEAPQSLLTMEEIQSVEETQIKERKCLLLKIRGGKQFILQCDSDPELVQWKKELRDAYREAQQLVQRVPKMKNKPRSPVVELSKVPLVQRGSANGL
MEP2 TOR yeast: modulators of MEP2-GFP levels in yeast, primary screen, S. cerevisiae, multiplex flow cytometry, MLPCN library; S. cerevisiae MEP2-GFP strain, 3 h; 100% = DMSO control level; GFP response vs DMSO, % at 10 µM; 330,000 tested, 0.51% active; AID 2016, 2009;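 active = GFP response versus DMSO above a set limit, roughly screen mean plus 3 SD, cut at about 180% in these data; inconclusive = fewer than 70 cells counted for a yeast strain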;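 also: median GFP fluorescence of the barcode-gated MEP2-GFP cells per well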
RPL19A-GFP yeast: RPL19A-GFP expression modulators in yeast, primary screen, cell-based, S. cerevisiae, multiplex flow cytometry, MLPCN; S. cerevisiae RPL19A-GFP strain, 3 h; active compounds read low; percent response vs DMSO, % at 10 µM; 330,000 tested, 0.3% active; AID 2025, 2009;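 active = percent response vs DMSO below 50%; inconclusive = fewer than 70 events counted for the yeast strain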;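 also: median channel GFP fluorescence of the barcoded RPL19A-GFP strain; ratio of sample median GFP to plate DMSO average so 100% = DMSO; lower means less RPL19A-GFP as with rapamycin TOR inhibition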
LAP4 TOR yeast: modulators of LAP4-GFP expression in yeast, primary screen, S. cerevisiae, multiplex flow cytometry, MLPCN library. 3 h; median GFP as percent of DMSO wells. GFP response vs DMSO, % at 10 µM. 320,000 tested, 0.34% active;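 active = GFP response vs DMSO above a set limit, about the screen mean plus 3 SD, cut at about 150% in these data; inconclusive = under 70 cell events counted for the yeast strain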
AGP1-GFP MLPCN: modulators of AGP1-GFP expression in yeast TOR pathway, primary screen, cell-based, multiplex flow cytometry, S. cerevisiae, MLPCN library; GFP response vs DMSO, % at 10 µM; 320,000 tested, 0.02% active; 3 h; GFP as percent of DMSO wells;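 active = GFP response relative to DMSO above a set limit, near screen average plus 3 SD, cut at about 150% in these data; inconclusive = fewer than 70 cells counted for the yeast strain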;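 also: median GFP channel fluorescence of the gated AGP1 strain per well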
* marks the source's active call; other numbers are inactive results; i = inactive; ? = inconclusive; · = not tested or not shown; & = joins results of further samples; [ ] = dose if it differs, or a comment. Not a hit list; any-hit rate near 1.7%.

SMILES	CIT2 TOR yeast	VLA-4 inh	JMJD2C inh	GRK2 inh	MEP2 TOR yeast	RPL19A-GFP yeast	LAP4 TOR yeast	AGP1-GFP MLPCN
CCN(CC)C(=O)c1oc2ccc(S(=O)(=O)N3CC(C)CC(C)C3)cc2c1C (stereo not drawn)	96	-2	8	0	95	102	87	88
Nc1ccc(Br)c2cccnc12	102	2	21	0	108	96	100	97
Cc1ccc(C(CCNC(C)c2cccs2)c2ccco2)cc1 (stereo not drawn)	99	-2	6	0	96	98	102	109
CCCCCOC(=O)Cn1c(=O)oc2ccccc21	125	-22	-9	0	97	101	92	100
COc1ccccc1C(=O)Nc1nc(-c2ccc(S(=O)(=O)N3CCOCC3)cc2)cs1	99	-6	-10	0	99	96	104	102
COC(=O)c1ccc(CN2CCC(n3nccc3NC(=O)C3CC3)CC2)cc1	101	-26	-26	0	103	109	85	98
CCCC1CCc2c(sc(N)c2C(N)=O)C1 (stereo not drawn)	100	7	6	4	103	101	102	106
Cc1ccc(CN(N=Nc2nonc2N)c2nonc2N)c(C)c1	94	26	7	0	96	93	92	90
c1ccc(Sc2ccccn2)cc1	102	7	1	2	98	98	106	110
COc1cc(OC)cc(-c2c(-c3ccsc3)c3cc(Br)ccc3n2C)c1	87	4	2	0	81	93	94	93
CCOC(=O)c1ccc(NC(=O)N2CCc3ccccc32)cc1	99	19	-4	0	108	98	105	99
COc1cc(Cl)c(C)cc1NC(=O)COC(=O)c1cnc(C)cn1	101	-12	-2	2	102	96	111	97
Cc1cccc(Oc2sc(C(=O)c3ccccc3)c(N)c2C#N)c1C	101	13	-5	0	108	·	100	105
O=C(CN1CCC(C(=O)c2cccc(Cl)c2)CC1)Nc1ccc(C(=O)O)cc1	93	-6	-2	3	101	95	99	102
Cc1cc[n+](Cc2ccccc2)c(N)c1	82	-6	-11	0	91	100	115	80
Cc1nn(CC(=O)c2ccc(Br)s2)c(C)c1[N+](=O)[O-]	88	-4	11	4	104	96	108	96
CC(=O)Nc1ccc(NC(=O)CN(C)CC(=O)Nc2ccccc2Br)cc1	101	1	-1	0	102	101	98	93
O=C(c1cc(=O)[nH]c2ccccc12)N1CCc2ccccc2C1	95	-4	-1	3	91	95	100	100
C(=N\N=C\c1ccccc1)/c1ccccc1	102	5	0	2	110	106	101	101
CCN(CC)S(=O)(=O)N1CCC(C(=O)NC2CCCC2)CC1	111	-3	-7	0	104	101	99	106
CCOc1ccc(N=C2NC(=O)S/C2=C\c2ccc(N(C)C)cc2)cc1	103	i	5	0	101	97	105	98
CC(C)c1nc(C(N)=O)c2[nH]c(=O)n(-c3ccc(F)cc3)c2n1	97	8	-17	3	104	99	101	98
O=C(CSc1ncnc2c1oc1ccccc12)NCc1ccco1	110	1	4	2	114	106	115	110
O=C(Nc1ccc(Cl)c(S(=O)(=O)N2CCCC2)c1)c1cc(=O)[nH]c2ccccc12	114	-3	-1	0	104	102	97	104
CCOC(=O)C(=CNc1cccc(C)c1C)C(=O)OCC	81	6	-7	2	92	91	99	88

Remaining list, next part:
SMILES	CIT2 TOR yeast	VLA-4 inh	JMJD2C inh	GRK2 inh	MEP2 TOR yeast	RPL19A-GFP yeast	LAP4 TOR yeast	AGP1-GFP MLPCN
O=C(OCn1nnc2ccccc2c1=O)c1cccnc1	104	6	126	2	102	101	99	103
O=C(Nc1ccccc1O)c1ccc(NC(=O)C2CC2)cc1	99	7	-1	0	97	104	95	99
O=C(CSc1ccc(Cl)cc1)Nc1ncccn1	99	-3	9	0	100	100	100	105
O=C(Cc1ccc(S(=O)(=O)N2CCOCC2)s1)N1CCN(c2ccc(C(F)(F)F)cc2[N+](=O)[O-])CC1	105	-12	-9	0	106	103	110	116
COc1ccc(CC(=O)Nc2nc(-c3cccc([N+](=O)[O-])c3)cs2)cc1	100	23	-3	0	99	102	96	99
CCCC/C(C)=N/NC(=O)NC1CCCCC1	94	-22	0	5	98	95	103	100
COc1ccc(CNC(=O)C2CSC(c3ccc(OC)cc3)N2C(C)=O)cc1 (stereo not drawn)	109	-9	4	0	107	104	99	106
Cc1nc2nc(SCC(=O)NCCCN3CCCCCC3)nn2c(C)c1Cc1ccccc1	92	9	8	0	98	90	85	90
Cc1ccccc1NC(=O)Cn1c(=O)n(-c2ccc(CC(=O)NCC3CCCO3)cc2)c(=O)c2ccccc21 (stereo not drawn)	100	4	-1	0	98	96	103	105
Cc1ccc(-n2ncc3c(=O)n(CC(=O)N4CCN(c5ccccc5F)CC4)cnc32)cc1C	104	16	5	0	124	102	98	105
CC(=O)Nc1ccc(S(=O)(=O)N2CCN(S(=O)(=O)c3ccc(NC(C)=O)cc3)CC2)cc1	94	26	3	0	105	105	105	97
COc1ccc(N(CC(O)CN2CCOCC2)S(=O)(=O)c2ccc(C)cc2)cc1 (stereo not drawn)	102	0	-7	0	85	99	98	100
CSc1ncc(C(C)=O)c(C)n1	109	0	8	0	116	126	112	108
CC(C)c1ccc(Oc2cccc(C(=O)/C(C#N)=C/N(C)C)c2)cc1	104	-18	-1	0	92	104	109	102
Cc1cccc(NC(=O)CN2CCN(C(=O)CNC(=O)Cc3cccc4ccccc34)CC2)c1C	99	-8	-1	0	96	98	105	96
Cc1cccc(NC2=C/C(=N/S(=O)(=O)c3cccs3)c3ccccc3C2=O)c1	99	-17	1	0	95	99	95	100
CN(C)C1(CNC(=O)C2CCN(S(=O)(=O)c3c(Cl)cccc3Cl)CC2)CCCCC1	95	6	3	0	98	93	104	100
COC(=O)CN1C(=S)N(C)C(=O)C1CC(=O)Nc1ccccc1 (stereo not drawn)	98	20	1	0	97	100	90	100
CCOC(=O)CNC(=O)N1CCCC(CCC(=O)NCc2ccc(F)c(F)c2)C1 (stereo not drawn)	79	-3	7	0	78	84	75	81
CCOC(=O)c1cccc(NC(=O)CC2Oc3ccccc3NC2=O)c1 (stereo not drawn)	113	10	3	0	100	104	94	100
NC(=O)Cn1nc2sc3ccccc3n2c(=O)c1=O	95	-4	-42	0	93	97	107	102
CC(Sc1ncc(C#N)c(N)n1)C(=O)Nc1ccccc1 (stereo not drawn)	105	3	4	0	98	93	87	99
COc1ccc(C)cc1NC(=O)C1CCC(CNc2c(N3CCOCC3)c(=O)c2=O)CC1 (stereo not drawn)	103	-19	1	0	104	97	97	103
Cc1cc(-c2ccc3ccccc3c2)n2ncnc2n1	91	22	-14	1	87	93	96	89
CCOC(=O)c1c(C)[nH]c(C)c1S(=O)(=O)N1CCN(c2cccc(C)c2)C(C)C1 (stereo not drawn)	97	5	-1	0	106	99	95	95

Going on with the list.
SMILES	CIT2 TOR yeast	VLA-4 inh	JMJD2C inh	GRK2 inh	MEP2 TOR yeast	RPL19A-GFP yeast	LAP4 TOR yeast	AGP1-GFP MLPCN
CCOc1cc(/C=C2/SC(=S)N(CC(=O)O)C2=O)ccc1OC(=O)c1cccs1	73	-4	0	0	90	95	108	103
CCOc1ccccc1-n1c(SCC(=O)NC(C)CC)nnc1-c1ccoc1C (stereo not drawn)	94	14	-2&14	0	84	91	84	91
Cc1ccc(NC(=O)c2ccccc2N(C)S(C)(=O)=O)cc1C	96	-4	11	0	102	103	102	99
CN(C)S(=O)(=O)c1cccc(NC(=O)COC(=O)/C=C/c2ccc([N+](=O)[O-])cc2)c1	101	-3	-1	1	102	98	102	108
N#Cc1cccc(-c2nnc(SCc3ccccc3C#N)o2)c1	101	-12	-2	0	99	100	102	98
COc1ccc(CC(=O)NNC(=O)c2ccccn2)cc1	104	0	-37	4	107	106	90	104
Cc1ccc(-n2nnnc2/C=C\Nc2cc(C)on2)cc1	87	-15	4	0	103	98	102	90
COc1ccccc1N1CCN(S(=O)(=O)c2ccc(-n3cnnn3)cc2)CC1	103	2	-16	0	104	106	102	105
COC(=O)C(Cc1ccccc1)NC(=O)c1ccc(C)cc1 (stereo not drawn)	88	10	-5	2	94	104	105	93
CC(C)CC1CC(=O)OC1(C)C(=O)CSc1nc2ccccc2s1 (stereo not drawn)	114	0	6	5	118	113	119	118
COc1ccc(OCC(=O)N2CCc3c([nH]c4ccccc34)C2c2ccccn2)cc1 (stereo not drawn)	97	0	7	2	105	104	93	105
COc1ccc(OC)c(/C=N/n2c(COc3ccccc3)n[nH]c2=S)c1	98	-1	1	2	111	97	87	91
COc1c(S(=O)(=O)NCCN2CCOCC2)ccc(Cl)c1Cl	·	9	-2	5	105	101	101	105
CC(C)CNS(=O)(=O)c1cc(C(=O)N2CC(C)OC(C)C2)c(Cl)cc1Cl (stereo not drawn)	95	43	-1	2	94	95	97	98
CCCCCC(=O)C(=O)c1ccc(O)cc1O	97	4	-27	1	97	100	92	99
CC(C)C1(C(C)C)OC(=O)c2ccccc21	97	6	11	0	96	102	88	95
COc1cc(/C=C/C(=O)OCC(=O)c2c(N)n(C)c(=O)n(C)c2=O)ccc1OCC#N	?	5	3	3	?	34*[may fluoresce violet]	166*[may fluoresce violet]	?
Clc1ccc2nc(CN3CCCCCC3)cn2c1	109	7	1	1	109	109	113	109
CCOc1ccc(NC(=O)c2cc(OC)nc3ccccc23)cc1	95	32	-11	1	106	104	95	98
CCCc1nnc(SCC(=O)Nc2ccc(OCC)cc2)n1N	108	6	1	1	117	91	107	103
CCN(CC(=O)N1CCOCC1)S(=O)(=O)c1ccc(Cl)cc1	104	-1	2	0	97	101	72	96
COc1ccc(CN2CCSCC2)c(OC)c1C	105	-1	4	0	104	106	100	104
Cc1cc(/C=C(\C#N)C(=O)N2CCCCC2)cc(C)c1O	107	i	·	0	108	105	103	100
O=C1Nc2ccccc2C1(O)C/C(=N/O)c1ccccc1 (stereo not drawn)	107	2	5	0	102	97	94	99
CCOC(=O)C1=C(CSc2nc3ccccc3s2)NC(=O)NC1c1ccc(OC)cc1 (stereo not drawn)	86	-22	0	0	89	93	101	92

At a glance, four of the compounds above:
SMILES	CIT2 TOR yeast	VLA-4 inh	JMJD2C inh	GRK2 inh	MEP2 TOR yeast	RPL19A-GFP yeast	LAP4 TOR yeast	AGP1-GFP MLPCN
COc1ccccc1C(=O)Nc1nc(-c2ccc(S(=O)(=O)N3CCOCC3)cc2)cs1	99	-6	-10	0	99	96	104	102
COC(=O)c1ccc(CN2CCC(n3nccc3NC(=O)C3CC3)CC2)cc1	101	-26	-26	0	103	109	85	98
CCCC1CCc2c(sc(N)c2C(N)=O)C1 (stereo not drawn)	100	7	6	4	103	101	102	106
Cc1ccc(CN(N=Nc2nonc2N)c2nonc2N)c(C)c1	94	26	7	0	96	93	92	90

Remaining list, next part.
SMILES	CIT2 TOR yeast	VLA-4 inh	JMJD2C inh	GRK2 inh	MEP2 TOR yeast	RPL19A-GFP yeast	LAP4 TOR yeast	AGP1-GFP MLPCN
Oc1cccc(C=NCc2ccccc2)c1O	109	9	2	0	101	102	98	101
N#Cc1ccc(N2CCCC2C(=O)O)c([N+](=O)[O-])c1 (stereo not drawn)	103	40	5	2	104	102	98	109
COc1ccccc1CNC(=O)C1CCCN(S(=O)(=O)c2cccc3nonc23)C1 (stereo not drawn)	97	3	36	1	96	96	90	96
CC(=O)N(c1cccc(C)c1)S(=O)(=O)c1ccc(Cl)cc1	103	8	-2	0	90	98	94	93
CCN1CCN(C(=O)CCN2C(=O)COc3ccc(C)cc32)CC1	95	15	-6	0	107	100	113	108
Cc1cc(C(=O)N2CCN(c3ncccn3)CC2)nn1C	92	-7	1	2	94	98	105	104
